Compound activity as filed in PubChem BioAssay.
RGS4 inh: human RGS4 inhibition; Potency, µM (series often up to 114 µM), without a hit: at the top dose activity change, negative = inhibition, usual class: inhibitors; Transcreener GDP fluorescence polarization, RGS4-accelerated GTP hydrolysis; P49798; actives 0.039% (n = 390,000); note: potency is the fitted concentration of half-maximal effect; % is set by controls: 0 for no effect and ±100 for the full control effect; nearly all actives have a fitted effect of over 75% in size; some results filed as inactive show a strong effect at the top dose
Target sequence (P49798 whole entry, looked up): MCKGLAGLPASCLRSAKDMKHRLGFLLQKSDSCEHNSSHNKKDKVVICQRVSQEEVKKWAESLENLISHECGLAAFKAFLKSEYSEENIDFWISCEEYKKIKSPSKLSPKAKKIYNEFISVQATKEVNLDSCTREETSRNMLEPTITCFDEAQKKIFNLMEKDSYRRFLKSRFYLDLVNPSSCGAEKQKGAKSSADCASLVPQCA
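MLSMR compounds (23 nl, pin-transferred) preincubated 10 min at room temperature with a 500nM (2x) first reagent, then RGS4 at 900nM (2x) plus Transcreener GDP mix added; fluorescence polarization (620/688 nm) read before and after 90 min at 30 °C.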
Glioma ERSR ind: induces the endoplasmic reticulum stress response in human glioma cells. actives 0.02% (n = 420,000). U87-MG GRP78 promoter luciferase reporter, 16 h. Potency, µM, inactives show at the highest dose activation, actives largely listed as activators; note: potency is the fitted concentration of half-maximal effect; series mostly up to about 76 µM; % of control where 0% means no effect; nearly all actives have a fitted effect of over 35% in size
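ERSR induction read as luciferase luminescence (Bright-Glo, 10 min at room temperature) in stably transfected human U87-MG glioma cells exposed to compounds for 16 h, using GRP78 as sensor.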
Vif-A3F inh: inhibitors of Vif-A3F interaction | HeLa A3F-eYFP + Vif (tagged APOBEC3F with the HIV-1 protein that degrades it), YFP fluorescence increase | Potency, µM (series often up to 46.1 µM), inactives show top-dose activity, negative = active | actives 0.2% (n = 390,000) | AID 602313; note: potency is the fitted concentration of half-maximal effect; % of control where 0% means no effect; nearly all actives have a fitted effect of over 65% in size
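HeLa cells stably expressing A3F-eYFP plus Vif, plated and incubated overnight at 37 deg C, then exposed to compounds overnight at 37 deg C. Blocked degradation read as raised yellow fluorescence (Ex 488/Em 500-530).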
D2 agonist: agonists of human D2 dopamine receptor. P14416. HEK293 T-REx D2 cells, calcium flux agonist mode. activation, % at 2 µM. actives 0.53% (n = 340,000). AID 485358;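 active = activation over 3 SD above normal in the single-dose calcium agonist read, cut at about 30% in these data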; note: 0% is about no effect
Target sequence (P14416 whole entry, looked up): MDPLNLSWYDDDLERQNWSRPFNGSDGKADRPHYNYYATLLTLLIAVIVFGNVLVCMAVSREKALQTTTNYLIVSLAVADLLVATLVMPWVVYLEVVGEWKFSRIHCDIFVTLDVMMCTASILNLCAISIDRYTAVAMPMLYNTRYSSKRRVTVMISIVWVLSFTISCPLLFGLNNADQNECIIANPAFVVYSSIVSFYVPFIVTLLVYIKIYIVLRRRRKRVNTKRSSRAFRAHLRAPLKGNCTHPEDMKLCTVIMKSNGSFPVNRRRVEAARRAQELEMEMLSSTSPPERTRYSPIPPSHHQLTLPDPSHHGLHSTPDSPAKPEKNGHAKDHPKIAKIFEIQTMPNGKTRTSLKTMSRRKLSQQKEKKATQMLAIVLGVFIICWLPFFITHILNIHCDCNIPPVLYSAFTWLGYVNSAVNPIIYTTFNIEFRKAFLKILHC
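Calcium-flux readout, 1 cycle/sec over 180 s following compound pin transfer, in inducible HEK293 Trex D2 cells (force-coupled); dopamine controls included. Positive calcium responses during this window marked compounds as potential agonists.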
Vif-A3G inh: blocks the Vif interaction with human APOBEC3G. actives 0.076% (n = 410,000). Q9HC16. AID 602310. Potency, µM (titrated, usually from 46.1 µM), for the others: top-dose activity, negative = active, actives largely listed as inhibitors. HeLa A3G-eYFP + Vif (tagged APOBEC3G with the HIV-1 protein that degrades it), YFP fluorescence, overnight;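 note: potency is the fitted concentration of half-maximal effect; % is set by controls: 0 for no effect and ±100 for the full control effect; nearly all actives have a fitted effect of over 60% in size; hits raise eYFP signal because A3G escapes Vif-driven loss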
Target sequence (Q9HC16 whole entry, looked up): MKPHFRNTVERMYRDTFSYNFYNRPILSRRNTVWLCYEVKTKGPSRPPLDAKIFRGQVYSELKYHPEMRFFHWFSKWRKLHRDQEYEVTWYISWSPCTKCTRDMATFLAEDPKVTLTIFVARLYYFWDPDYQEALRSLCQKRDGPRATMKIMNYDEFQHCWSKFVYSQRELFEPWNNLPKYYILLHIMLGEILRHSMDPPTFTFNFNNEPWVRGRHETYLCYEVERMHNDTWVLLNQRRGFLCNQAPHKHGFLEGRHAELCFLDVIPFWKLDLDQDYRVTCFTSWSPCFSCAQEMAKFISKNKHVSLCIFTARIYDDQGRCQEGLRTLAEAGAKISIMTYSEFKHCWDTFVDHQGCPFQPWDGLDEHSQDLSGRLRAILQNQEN
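HeLa cells stably expressing Vif and C-terminally eYFP-tagged A3G, seeded overnight at 37 deg C, then exposed to compound by pintool overnight at 37 deg C. Rise in yellow fluorescence (Ex 488/Em 500-530, Acumen) marks blocked Vif-driven A3G degradation.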
ALOX12 inh: inhibitors of human 12S-lipoxygenase ALOX12 | Potency, µM (titrated, usually from 108 µM), for the others: at the highest dose activity change, negative = inhibition, actives largely listed as inhibitors | purified 12hLO, xylenol orange hydroperoxide absorbance | P18054 | AID 1671190 | actives 1.1% (n = 580,000); note: potency is the fitted concentration of half-maximal effect; % is set by controls: 0 for no effect and ±100 for the full control effect
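Purified human 12hLO at 150 nM in 25 mM Hepes, 0.01% Triton X-100, pH 7.0, preincubated 15 min at room temperature with compound. Reaction started with 40 uM arachidonic acid, 30 min at room temperature. Hydroperoxide measured by Fe-xylenol orange, 573/405 nm absorbance ratio.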
D2 antag: D2 dopamine receptor (human) antagonism. actives 2% (n = 340,000). inhibition, % at 10 µM. HEK293 TREx D2 cells, calcium flux, dopamine EC80. P14416; in the data active = inhibition above about 30%; note: 0% is about no effect
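Measurement of antagonist activity uses fluorescent calcium dye in inducible HEK293 T-REx D2 cells: 10 s baseline, compound addition with 180 s read, EC80 dopamine addition with a further 180 s read.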
LDHA block: blocks human lactate dehydrogenase A; actives 0.15% (n = 480,000); purified LDHA, NADH/diaphorase-resazurin fluorescence; active compounds read low; P00338; activity change, % (values are at about 110 or 230 µM); in the data active = activity change below about -30%; inconclusive = mostly about -25% to -30%;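 note: plate controls were DMSO wells for no effect and wells without enzyme for full effect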
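Resorufin fluorescence (ex540/em590), read at 0 and 20 min after diaphorase/resazurin addition, reports the NADH left after a 5 min room-temperature reaction of 2 nM human LDH5 with 0.06 mM NADH and 0.2 mM pyruvate.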
ERG-DNA inh: inhibitors of human ERG Ets domain-DNA interaction; actives 0.028% (n = 370,000); Potency, µM (titrated, usually from 76.9 µM), for the others: at the top dose FP activity, negative = inhibition, usual class: inhibitors; fluorescence polarization, His-ERG Ets domain / labelled DNA; P11308; active = well fitted inhibition curve with a large enough effect in the polarisation, with a control signal flat; inconclusive = small, poorly fitted or top-dose-only effect, or effect the other way, or a change in a side signal; inactive = no such curve, though single readings can be large or run the other way; the % refers to the polarisation;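 note: polarization taken with two DNA probes labelled with fluorescein and Texas red; potency is the fitted concentration of half-maximal effect; % of control where 0% means no effect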
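His-tagged ERG Ets domain (1 uM in the protein solution; 300mM KCl, 50mM Tris-HCl, 1mM EDTA, 1mM DTT, pH 7.5) received compound, then a probe mix of 5 nM fluorescein-DNA and 100nM Texas-615-DNA. Fluorescence polarization was read for both dyes.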
Starred values were filed as active, the others as inactive; u = inconclusive; x = not tested or not shown; & = joins results of further samples; [ ] = remark or other dose. Unless noted, calls come from the whole dose curve; as a rule, active = well fitted curve in the direction sought with a large enough effect; inconclusive = small, poorly fitted or top-dose-only effect, or another doubt; inactive = no such curve, though single readings can be large; an effect the other way counts as inactive or inconclusive.

SMILES	RGS4 inh	Glioma ERSR ind	Vif-A3F inh	D2 agonist	Vif-A3G inh	ALOX12 inh	D2 antag	LDHA block	ERG-DNA inh
CCN1CCN(CCC(=O)Nc2cc(OC)cc(OC)c2)CC1	13%	-6%	-3%	0.7	-2%	22%	1	-5	0%
COc1nc(N)c(S(=O)(=O)c2ccc(C)cc2)cc1C#N	7%	-3%	0%	0.2	-1%	8%	17	-1	3%
CCCn1c(-c2cccs2)nc2nc3ccccc3nc21	-6%	0%	-2%	-2.3	0%	-7%	-2	-5	-7%
Cc1n[nH]c(C)c1CCC(=O)N/N=C/c1c[nH]c2ccccc12	-6%	-4%	-6%	-0.7	1%	u	-8	-11	-5%
COC(=O)[C@H]1C[C@@]2(O)CN(S(=O)(=O)c3ccc(C)cc3)C[C@@]2(OC(=O)Nc2cccs2)C[C@H]1C(=O)OC	x	-5%	-10%	x	1%	u	x	-6	x
Cc1ccc(CNC(=O)C(C(=O)NCc2ccc(C)o2)c2ncc(C(F)(F)F)cc2Cl)o1	-14%	-2%	-7%	-3.3	2%	11%	28	-5	-1%
O=C(C1CC(c2ccc(F)cc2)=NO1)N1CCc2ccccc2C1 (stereo not given)	-28%	4%	1%	-0.6	3%	11%[57.4 µM]	13	2	-1%
CC(C)=CCCC(C)CCO (stereo not given)	23%	-3%&-2%	2%	x	0%	24%	x	-6	-2%
ON=C1CCC2CCCCC2C1 (stereo not given)	x	-4%	-10%	x	-5%	-4%	x	2	x
Cc1cccc2c1cnn2C(=O)Nc1ccc(Br)cc1F	-2%	4%	-16%	-0.6	1%	-8%	-3	-1	1%
Cc1ccccc1OCc1n(CC(=O)OC2CC(C)CCC2C(C)C)c2ccccc2[n+]1C (stereo not given)	-28%&-5%	-13%&-13%	-7%&3%	-0.1&-0.1	3%&0%	u	-13&-3	1&1	4%&-13%
CCOc1ccc(S(=O)(=O)Nc2cc(S(=O)(=O)N(CC)CC)ccc2N2CCCC2)cc1	13%	0%	6%	-0.3	-11%	2%	-11	1	x
CC(C)(C)OC(=O)N1CCC2(CC1)Oc1ccc(F)cc1C(=O)C21CC(c2ccccc2)=NO1 (stereo not given)	-23%	-5%	-2%	x	-4%	-13%	x	-3	9%
Cc1c(Cl)cccc1-n1ncc(C(=O)N2CCc3ccccc3C2)c1C1CCN(C(=O)OC(C)(C)C)CC1	-26%	-2%	0%	-0.1	2%	8%	x	-2	6%
CN(Cc1ccccc1)S(=O)(=O)c1ccc(OCC(=O)N2CCC(C(N)=O)CC2)cc1	13%	-1%	-12%	-0.1	-6%	0%	1	-5	7%
Cc1nc2cc(C(=O)NC3CCCCCC3)ccc2n1-c1ccc(Br)cc1	-7%	0%	1%	x	4%	-57%	x	4	3%
O=S(=O)(c1ccccc1)N(CC(F)(F)F)c1ccc(C(O)(C(F)(F)F)C(F)(F)F)cc1	x	-5%&-4%&-7%	x	x	-18%&-8%	6%&0%	x	-10&-2	x
CN(C)CCCC(C)(O)C(Cc1ccccc1)c1ccccc1 (stereo not given)	-3%	1%	-3%	0.8	1%	-20%	7	-9	-4%
Cc1cc(C)nc(SCc2n[nH]c(=S)n2C)n1	16%	-6%	-9%	0.8	3%	u	-7	-8	-7%
O=C1CCC[C@@H]2Cc3nc4ccccc4cc3[C@@H]3CCN1[C@H]23	-5%	0%&0%	-4%	x	0%&-1%	-10%	x	-1	1%
Cc1ccc(C2Nc3ccccc3C(=O)N2CCN2CCNC2=O)cc1 (stereo not given)	24%	4%	17%	1.0	2%	u	x	-4	-5%
CN(C)c1ccc(C(CNS(=O)(=O)c2ccc3ccccc3c2)N2CCOCC2)cc1 (stereo not given)	-2%	-5%	-13%	-0.3	1%	u	-5	-2	7%
CCCCNC(=O)C1CC(=O)N(c2ccc(OC)cc2)C1c1ccc(OC)cc1 (stereo not given)	34%	0%	-5%	-0.1	-2%	4%	1	-15	-2%
COC(=O)c1cccc(Nc2c(-c3ccc(O)c(OC)c3)nc3nc[nH]n23)c1	2%	-2%	-25%	-0.2	-1%	96%[activator]	x	0	4%
Cc1ccccc1C(=O)Nn1cnc2ccccc2c1=O	17%	1%	1%	-0.8	6%	-11%	4	-6	8%

Other structures follow:
SMILES	RGS4 inh	Glioma ERSR ind	Vif-A3F inh	D2 agonist	Vif-A3G inh	ALOX12 inh	D2 antag	LDHA block	ERG-DNA inh
Cc1cc2c(c(=O)n1Cc1cccnc1)C(c1cccs1)C(C#N)=C(N)O2 (stereo not given)	-56%	-2%	x	0.0	0%	0%	0	-1	5%
O=C(Nc1ccc([N+](=O)[O-])cn1)C1CC1	-27%	-3%	-1%	0.4	7%	-4%	-3	2	11%
CC1CCc2c(sc(NC(=O)c3ccc(Cn4cc([N+](=O)[O-])cn4)o3)c2C#N)C1 (stereo not given)	11%[11.4 µM]	-1%	-4%	1.5	3%	-39%	3	0	1%
CN(Cc1ccccc1)C(=O)Cc1ccccc1	25%	-1%	0%	0.5	0%	0%	2	-9	10%
O=C(c1ccc([N+](=O)[O-])cc1)N1CCCC1	-1%	-5%	-4%	0.6	-7%	15%	-25	-3	2%
COc1cccc(C(=O)Nc2ccc(N3CCN(S(C)(=O)=O)CC3)cc2)c1	-11%	2%	1%	0.4	1%	3%	-1	-1	x
CCOc1ccc(NC(=O)C(C)Sc2nnc3cc(C)c4ccccc4n23)cc1 (stereo not given)	-4%	-2%	-1%	-0.7	1%	-12%	x	-5	0%
CCn1c(CNC(=O)c2ccc(OC)cc2)nnc1SCC(=O)Nc1ccc(F)cc1	-7%	2%	-12%	0.7	2%	-20%	x	6	2%
O=c1cc(-c2ccc(O)c(O)c2)oc2cc(O)c(C3OC(CO)C(O)C(O)C3O)c(O)c12 (stereo not given)	-6%	1%	-3%	-0.6	-1%	31%[activator]	-8	8	9%
O=S1(=O)CCOC[C@H](c2ccccc2)N1Cc1cccc(Cl)c1	2%	-3%&-3%	-1%	-0.4	-5%&-2%	0%	-18	-2	12%
COc1ccc(NC(=S)NC(NC(=O)/C=C/c2ccccc2)C(Cl)(Cl)Cl)cc1 (stereo not given)	26%[11.4 µM]	-5%	-14%	0.6	-7%	9%	-11	-4	-9%
COC(Cn1cc(C)c(=O)[nH]c1=O)OC	-15%	0%	-38%	x	-2%	0%	x	-3	13%
O=c1cc[nH]c2c1ccc1c(=O)cc[nH]c12	-12%	-3%	3%	0.4	0%	0%	2	19	-9%
Cc1oc2ccc(OC(=O)N3CCOCC3)cc2c1C(=O)OC(C)C	17%	1%	6%	x	-1%	-6%	x	-3	2%
COc1ccccc1OCC(=O)NCC1(N(C)C)CCCCC1	-2%	4%	3%	-0.1	-2%	-24%	x	-1	-3%
COc1ccc(C(=O)NC2CCN(CC(=O)NCc3cccc(OC)c3)CC2)cc1	2%	-1%	-1%	-0.8	-2%	16%	-5	-16	2%
CCOC(=O)c1cc2c(=O)n3ccccc3nc2n(CC2CCCO2)c1=NC(=O)c1ccccc1F (stereo not given)	-1%	2%	3%	0.6	1%	-26%	x	-3	-20%
O=C(O)C1=CCNCC1	u	-1%&0%&-4%&-4%&-2%	2%	x	-4%	-3%&-4%&3%&0%	x	-9	-8%
COC(=O)C1=C(NC(=O)c2ccccc2C)CCS1	9%	1%	1%	-1.0	4%	-16%	3	-9	0%
CCOC(=O)c1c(C)[nH]c(C)c1S(=O)(=O)NCC(=O)Nc1ccc(C)c(N(C)C)c1	8%	0%	8%	-0.4	3%	-16%	x	-1	-1%
O=C(CCCN1C(=O)c2ccccc2C1=O)Nc1nncs1	7%	-2%	x	0.5	1%	4%	-3	-4	-3%
Cc1ccc(NC(=O)CSc2nnc3ccc(-c4ccncc4)nn23)cc1	7%	-3%	6%	0.0	-2%	-13%	-11	0	-1%
O=C(COC(=O)[C@@H]1CCCN1S(=O)(=O)c1ccc(Cl)cc1)NC1CC1	-19%	-3%	-2%	-0.7	0%	0%	2	-2	16%
Cc1cc(NS(=O)(=O)c2ccc(NC(=S)NC(=O)c3ccc(Cl)cc3Cl)cc2)no1	u	-3%	-5%	-0.3	-14%	32µM*	5	0	8%
CCOc1ccccc1N1CCN(C(=S)Nc2ccc(S(=O)(=O)Nc3ncccn3)cc2)CC1	6%	-4%	-2%	0.4	0%	266%[activator]	13	-9	-2%
CCn1c(SCC(=O)c2[nH]c(C)c(C(C)=O)c2C)nnc1-c1ccncc1	6%	-3%	1%	0.9	-6%	-2%[57.4 µM]	6	1	x
Cc1cc(C)n(-c2ccc(NC(=O)C3CCCCN3C(=O)c3ccoc3C)cc2)n1 (stereo not given)	-5%	-5%	-8%	0.0	4%	-2%	16	-4	10%
CSc1nnc(C)c(=O)n1COC(=O)c1ccccc1	-1%	2%	-15%	0.4	-1%	1%	-4	-3	2%

One compound at a time, as listed above. Values in the order: RGS4 inh	Glioma ERSR ind	Vif-A3F inh	D2 agonist	Vif-A3G inh	ALOX12 inh	D2 antag	LDHA block	ERG-DNA inh
Listed for `O=c1cc[nH]c2c1ccc1c(=O)cc[nH]c12` : -12%	-3%	3%	0.4	0%	0%	2	19	-9%
Listed for `CCCn1c(-c2cccs2)nc2nc3ccccc3nc21` : -6%	0%	-2%	-2.3	0%	-7%	-2	-5	-7%
Listed for `CCOc1ccc(S(=O)(=O)Nc2cc(S(=O)(=O)N(CC)CC)ccc2N2CCCC2)cc1` : 13%	0%	6%	-0.3	-11%	2%	-11	1	x

These rows are one share of the data; count on the stated rates, not on these rows.
